West Nile antiviral: West Nile virus antiviral activity, cell-based, CPE readout (AID 1621) | West Nile virus-infected cells, CPE inhibition; higher % means a stronger effect | CPE inhibition, % at 10 µM; hits with a dose series show IC50 in µM | 290,000 tested, 0.02% active; in the data active means a potency from the dose series; further: strong numbers were not always called active
TNAP activation fold: stimulation of alkaline phosphatase TNAP activity – biochemical, luminescent, no phosphate acceptor, uHTS, primary screen (AID 1001) | purified TNAP, luminescent activation assay, no phosphate acceptor; higher activation fold means a stronger effect | 200,000 tested, 0.03% active | activation fold at 20 µM, or EC50 in µM where a hit was titrated; in the data active means activation fold from about 3, or a potency from the dose series; inactive means the rest, 99 in 100 with activation fold below about 1.6; further: many of its hits are not listed in these tables
human PMI inhibitors: human PMI inhibitors, high substrate, primary screen, biochemical, fluorescence intensity, high mannose 6-phosphate (AID 1220) | recombinant PMI enzyme, coupled fluorescence intensity; higher % means a stronger effect | one-dose inhibition, % at 20 µM; IC50 in µM for titrated hits | 190,000 tested, 0.66% active
M17LAP inhibition: P. falciparum M17LAP inhibitors, primary screen, biochemical, fluorogenic H-Leu-NHMec substrate, 1536-well (AID 1619); recombinant M17LAP, H-Leu-NHMec fluorogenic kinetic assay; higher % means a stronger effect; inhibition, % at 30 µM, or IC50 in µM where a hit was titrated; 220,000 tested, 0.38% active;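 active means compound inhibiting the enzyme by more than half at any dose during confirmatory dose-response retesting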;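 further: plate controls were full reaction with DMSO carrier for no effect and no enzyme background for full effect; strong numbers were not always called active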
P. falciparum M1AAP: malaria alanyl aminopeptidase activity blockers – biochemical, fluorogenic H-Leu-NHMec substrate, 1536-well (AID 1445). 220,000 tested, 0.42% active. recombinant M1AAP, H-Leu-NHMec fluorogenic kinetic assay; higher % means a stronger effect. inhibition, % at 30 µM; hits with a dose series show IC50 in µM;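 active means primary inhibition above the hit cutoff, then over 50% inhibition at one or more dose response concentrations, cut at about 23% in these data, passing the limit was not always enough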;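 further: plate controls were DMSO full reaction for no effect and no enzyme background for full effect; strong numbers were not always called active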
T cell HTS: T cell immune modulation candidate; 2C CD8+ T cell-vesicle binding, flow cytometry; active compounds read low; calls only at 7 µM; 330,000 tested, 0.068% active;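 active means response, share of CD8 T cells binding vesicles, and their 90th percentile fluorescence all below set limits, cut at about 80% in these data, passing the limit was not always enough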
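Material: 2C TCR transgenic mouse naive CD8+ T cells, MACS-purified. Also added: QL9-charged Drosophila Ld/ICAM-1/B7-1 vesicles. Timing: binding 1.5 h at 37 °C. Measured by: high-throughput flow cytometry with anti-B7-1 and anti-CD8 staining. Read-out: percent CD8+ FL2 mean versus row control. Controls: Unloaded micro-vesicles (low), QL9 vesicles with 0.7% DMSO (high).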
human PMI inhibition: inhibitors of human PMI, primary screen, biochemical, fluorescence intensity, coupled assay (AID 1209) | purified PMI enzyme, coupled fluorescence intensity; higher % means a stronger effect | inhibition, % at 20 µM; hits with a dose series show IC50 in µM | 190,000 tested, 0.42% active;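 further: plate controls were DMSO vehicle for no effect and wells lacking substrate for full effect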
K1F lysis inhibition: inhibition of K1F phage lysis, E. coli UTI89, bacterial capsule biogenesis inhibitors, alamar blue (AID 488966). E. coli UTI89 K1F phage lysis, alamar blue, 2 h; higher % means a stronger effect. inhibition, % at 100 µM; hits with a dose series show IC50 in µM. 340,000 tested, 0.02% active;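 active means phage lysis inhibition, versus mean bacterial control, above a set limit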;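 further: capsule biogenesis inhibitors block K1F phage lysis so surviving cells raise fluorescence; higher fluorescence means more inhibition of phage lysis; actives were called in the ten point dose series up to 300 µM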
RSV CPE inhibition: RSV antiviral activity via CPE protection, HEp-2 cells, primary 10 µM value included (AID 2391); 310,000 tested, 0.13% active; HEp-2 cells, RSV-induced CPE inhibition; higher % means a stronger effect; CPE inhibition, % at 10 µM; hits with a dose series show IC50 in µM; in the data active means a potency from the dose series; further: strong numbers were not always called active
T cell HTS vesicle-bound %: further read-out of T cell HTS, marked with its call; double positive events, %; measured here: CD8+ vesicle-bound cell fraction;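 binding gate set so that unloaded-vesicle control wells show 10% double positive cells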
* marks the source's active call; other numbers are inactive results; i = inactive; x = not tested or not shown; [ ] = dose if it differs, or a comment. Unless noted, no stated cut-off is given here; in the data, active means inhibition above about 50%; inactive means the rest.

Start of the data: the first 5 compounds as a preview:
SMILES | West Nile antiviral | TNAP activation fold | human PMI inhibitors | M17LAP inhibition | P. falciparum M1AAP | T cell HTS | T cell HTS vesicle-bound % | human PMI inhibition | K1F lysis inhibition | RSV CPE inhibition
O=C(OCc1ccc(F)cc1)c1ccc2c(c1)-c1ccccc1C2=O | 0.5% | 1.1 | 6% | 9% | 1% | i | 27 | 6% | 0.7% | 11%
CC12CCC(C(=O)N(c3cccc(Cl)c3)C1=O)C2(C)C (stereo not drawn) | -0.1% | 1.1 | 6% | -11% | -5% | i | 42 | 13% | 3.6% | 1.0%
CCCn1c(N)c(C(=O)NS(=O)(=O)c2ccc(C)cc2)c(=O)n(C)c1=O | -1.4% | 1.2 | -8% | 5% | -5% | i | 56 | -2% | 0.6% | 4.7%
Cc1ccc(-c2csc(Nc3ccccc3)[n+]2CCc2ccccc2)cc1 | -0.1% | 1.1 | -2% | 2% | 4% | i | 24 | -12% | 0.1% | 0.7%
COc1ccc(S(=O)(=O)N2CCCCCC2)cc1NC(=O)Cc1ccccc1F | -0.5% | x | x | -3% | -3% | i | 23 | x | 0.9%[50 µM] | 6.8%

Main list, repeating the preview:
SMILES | West Nile antiviral | TNAP activation fold | human PMI inhibitors | M17LAP inhibition | P. falciparum M1AAP | T cell HTS | T cell HTS vesicle-bound % | human PMI inhibition | K1F lysis inhibition | RSV CPE inhibition
O=C(OCc1ccc(F)cc1)c1ccc2c(c1)-c1ccccc1C2=O | 0.5% | 1.1 | 6% | 9% | 1% | i | 27 | 6% | 0.7% | 11%
CC12CCC(C(=O)N(c3cccc(Cl)c3)C1=O)C2(C)C (stereo not drawn) | -0.1% | 1.1 | 6% | -11% | -5% | i | 42 | 13% | 3.6% | 1.0%
CCCn1c(N)c(C(=O)NS(=O)(=O)c2ccc(C)cc2)c(=O)n(C)c1=O | -1.4% | 1.2 | -8% | 5% | -5% | i | 56 | -2% | 0.6% | 4.7%
Cc1ccc(-c2csc(Nc3ccccc3)[n+]2CCc2ccccc2)cc1 | -0.1% | 1.1 | -2% | 2% | 4% | i | 24 | -12% | 0.1% | 0.7%
COc1ccc(S(=O)(=O)N2CCCCCC2)cc1NC(=O)Cc1ccccc1F | -0.5% | x | x | -3% | -3% | i | 23 | x | 0.9%[50 µM] | 6.8%
CCC(=O)N1c2ccc(S(=O)(=O)NC3CCCCC3)cc2CC1C (stereo not drawn) | -1.9% | x | x | x | x | i | 17 | x | -0.6% | 7.2%
Cc1cc(C)n(C(=O)c2cccc([N+](=O)[O-])c2C)n1 | -0.4% | x | x | x | x | i | 23 | x | -0.9% | -0.1%
N#Cc1nc(Cc2ccccc2)oc1NCc1cccnc1 | -0.4% | 1.1 | -3% | 4% | 0% | i | 26 | -7% | 0.7% | -1.0%
COc1ccc2cc(/C(C)=N/NC(=S)Nc3cc(S(=O)(=O)N4CCOCC4)ccc3N3CCOCC3)ccc2c1 | 1.4% | 1 | 21% | -19% | 6% | i | 37 | 18% | x | 8.5%
COc1ccc(C(c2nnnn2CC2CCCO2)N2CCN(c3ccc(F)cc3)CC2)cc1 (stereo not drawn) | -0.1% | 1.1 | -26% | -7% | -1% | i | 30 | -6% | 0.0% | 0.8%
C=CCn1c(O)c(N=O)c2cc(C)ccc21 | 0.5% | 1 | 8% | 1% | 1% | i | 18 | 14% | 0.3% | 3.0%
Cc1c(NC(=O)C(C)OC(=O)C23CC4CC(CC(Br)(C4)C2)C3)c(=O)n(-c2ccccc2)n1C (stereo not drawn) | -0.1% | 1.1 | -9% | 1% | -1% | i | 20 | -10% | -0.4% | -0.3%
COC(=O)CCCC(=O)N1CCCC(C(=O)c2ccc(-c3ccccc3)cc2)C1 (stereo not drawn) | -0.2% | x | x | x | x | i | 58 | x | -1.0% | 7.6%
CCCN1C(=O)C2(SC(NC(C)=O)=NN2C(C)=O)c2cc(C)cc(C)c21 (stereo not drawn) | -0.3% | x | x | 0% | -4% | i | 29 | x | -0.4% | x
Cc1cc(C(=O)N2CCCC(N3CCN(c4cccc(C(F)(F)F)c4)CC3)C2)nn1C (stereo not drawn) | -0.2% | x | x | x | x | i | 16 | x | 0.3% | 0.1%
Cc1cc(C(=O)N/N=C/c2ccc(-c3cccc(Cl)c3)o2)n[nH]1 | 0.2% | x | x | -5% | 15% | i | 24 | x | 2.5% | 6.0%
O=C(CSc1n[nH]c(-c2ccccc2)n1)NCc1cccc(C(=O)O)c1 | 0.7% | 0.3 | -9% | 36% | 10% | i | 33 | -3% | 0.1% | 0.2%
O=C(Nc1cccc(NC(=O)c2ccc3c(c2)OCO3)c1)c1ccccc1 | -0.8% | 1.1 | 6% | -7% | 10% | i | 19 | 1% | -0.6% | 2.6%
Oc1cccc2c(NC(=S)Nc3ccc(OC(F)F)cc3)cccc12 | 0.0% | 1 | 33% | -12% | 2% | i | 61 | 19% | 0.0% | 9.4%
COc1ccc(C(=O)Nc2ccc(N3CCCC3)cc2)cc1OC | -0.3% | x | x | x | x | i | 58 | x | 0.2% | 0.9%
COc1cccc(/C=C/c2ccc3cccc(O)c3n2)c1OC | 1.4% | x | x | x | x | i | 40 | x | 0.2% | 5.5%
COc1ccc(-c2csc(N(CCCN3CCOCC3)C(=O)CCl)n2)cc1 | -0.4% | x | x | x | x | i | 54 | x | 0.3% | 1.4%
Cc1cc(/C=C2\C(=N)N3N=C(CC(=O)N4CCOCC4)SC3=NC2=O)c(C)n1-c1ccccc1 | 0.4% | x | x | x | x | i | 63 | x | -0.3% | 7.2%
O=C1c2ccccc2C(O)N1CCN1CCOCC1 (stereo not drawn) | 0.3% | 1.1 | -10% | 12% | 14% | i | 10 | -8% | -1.2% | -0.6%
Cc1ccc(CS(=O)(=O)Cc2ccc(C(=O)NCc3cccs3)o2)cc1 | -1.5% | 1.1 | -10% | -5% | -7% | i | 42 | -6% | 1.1%[50 µM] | 12%

Carrying on:
SMILES | West Nile antiviral | TNAP activation fold | human PMI inhibitors | M17LAP inhibition | P. falciparum M1AAP | T cell HTS | T cell HTS vesicle-bound % | human PMI inhibition | K1F lysis inhibition | RSV CPE inhibition
CCCC(C(=O)NCc1ccco1)N(Cc1ccco1)C(=O)CNS(=O)(=O)c1ccccc1 (stereo not drawn) | -0.7% | x | x | x | x | i | 36 | x | 0.0% | 1.9%
O=C(Nc1ccc(C(F)(F)F)cc1)c1ccc2nc[nH]c2c1 | -1.3% | 1.2 | -3% | -3% | 1% | i | 23 | -3% | 0.2% | 15%
Cc1[nH]c(=O)[nH]c(=O)c1/C=N/NC(=O)CCNC(=O)OC(C)(C)C | 0.7% | x | x | 1% | 1% | i | 14 | x | -0.2%[50 µM] | 1.3%
Cc1nnc2c(NCC(C)c3ccccc3)nc3ccccc3n12 (stereo not drawn) | -0.3% | x | x | x | x | i | 32 | x | 0.3%[50 µM] | 2.9%
O=C(COc1ccccc1/C=C\c1[nH]c(=O)[nH]c(=O)c1[N+](=O)[O-])Nc1ccccc1 | 1.3% | 1.1 | -7% | 20% | 43µM* | i | 61 | -24% | -1.5% | -0.9%
CCn1nnnc1-c1ccc(OC)c(S(=O)(=O)Nc2ccc(C(=O)OC)cc2)c1 | 0.0% | 1 | 2% | -14% | 5% | i | 34 | 5% | 0.6% | 1.3%
CC1CCCC(C)N1/N=C/c1ccc(C(=O)O)cc1 (stereo not drawn) | 0.2% | x | x | 3% | 5% | i | 51 | x | 0.1% | 1.2%
Cc1c(C(=O)NNC(=S)Nc2ccc(S(N)(=O)=O)cc2)oc2ccccc12 | 0.4% | x | x | x | x | i | 3 | x | 1.7%[50 µM] | 1.2%
COC(=O)c1cc(NS(=O)(=O)c2ccc(C(C)C)cc2)ccc1N1CCOCC1 | -0.2% | x | x | 6% | 1% | i | 16 | x | -2.1% | x
CCCS(=O)(=O)NCCc1csc(-c2ccc(OC)c(OC)c2)n1 | -0.7% | x | x | 2% | 4% | i | 6 | x | 0.1% | 1.4%
N#CCC(=O)NNC(=S)NC(=O)C(c1ccccc1)c1ccccc1 | 0.4% | 1.4 | -13% | 11% | -10% | i | 27 | -4% | 1.2% | 0.2%
COc1cccc(-c2nc(NCc3cccnc3)c3ccccc3n2)c1O | -0.4% | x | x | x | x | i | 20 | x | 0.0%[50 µM] | 0.8%
COc1ccc(NC(=O)Nc2nnc(-c3ccccc3SCc3ccccc3)s2)cc1 | 0.1% | 1 | 2% | -8% | 7% | i | 37 | -2% | 0.0% | 4.0%
CCS(=O)(=O)Nc1ccc(Cc2ccncc2)cc1 | 1.5% | 1.1 | -1% | 3% | -5% | i | 16 | 10% | -1.7% | 0.3%
O/N=C(/c1ccccc1)c1cc2cc(Br)cc(Br)c2o1 | -0.3% | x | x | x | x | i | 50 | x | 0.1% | 7.0%
CCOC(=O)c1ccc(N2C(=O)CC(NNC(=O)c3ccc(Br)s3)C2=O)cc1 (stereo not drawn) | 0.0% | x | x | 13% | 10% | i | 19 | x | x | 0.4%
O=S1(=O)CC(O)C(Nc2ccccc2)C1 (stereo not drawn) | 0.7% | 1.1 | 6% | -3% | 7% | i | 42 | 5% | -0.4% | 1.0%
O=C(NCc1cccs1)c1cc2c(s1)CCCC2 | 0.0% | 1.1 | 8% | 6% | 8% | i | 10 | 14% | 0.2% | 3.9%
O=[N+]([O-])c1cc(C(F)(F)F)ccc1NCCCCNS(=O)(=O)c1ccc(Cl)cc1 | -1.6% | 1.1 | 10% | 6% | 7% | i | 44 | 21% | -1.0%[50 µM] | 3.3%
CS(=O)(=O)NCc1nnc(SCc2ccccc2C(F)(F)F)o1 | -0.2% | 1 | 1% | -7% | -2% | i | 27 | 1% | 0.7% | -1.5%
O=C(NCCCOc1cccc(CN2CCCCC2)c1)c1ccc(Cl)c(Cl)c1 | -0.7% | 1.1 | -6% | -1% | 4% | i | 54 | -21% | -0.1% | -0.5%
Cc1ccc(CNC(=O)CCc2nnc3ccc(NCCCN4CCCC4=O)nn23)cc1 | 0.3% | x | x | x | x | i | 43 | x | 2.7% | 0.0%
Cc1ccc(S(=O)(=O)N2CCN(S(=O)(=O)N3CCC(C)CC3)CC2)cc1C | -0.3% | x | x | x | x | i | 38 | x | 0.4% | 0.9%
COc1ccc(Cl)cc1NS(=O)(=O)c1ccc(OC)c(OC)c1 | 0.6% | 1.1 | 8% | -13% | -2% | i | 54 | 5% | 0.4% | -0.6%
O=C(CCN1C(=O)c2ccccc2C1=O)Nc1ccc(-c2nc3ccccc3o2)cc1 | x | 1.1 | 6% | -9% | 5% | i | 50 | 11% | 0.1% | -0.4%

From PubChem BioAssay
